# RAD54 branch – inhibitors of human RAD54 branch migration, primary screen, biochemical, fluorescence, single point; DNA repair and recombination protein RAD54-like (Homo sapiens), Q92698; RAD54 Holliday junction branch migration, FAM/BHQ fluorescence; inhibition, % at 10.4 µM; 360,000 compounds, 0.14% hits;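 active = mean normalized replicate activity at least 40 and at least half of replicates scoring 40 or more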;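 also: 0% = median of neutral control wells and 100% = median of positive control wells; inhibitors cause a drop in the FAM fluorescence signal; in these data hits start at about 50%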
# ERp5 block – inhibitors of ERp5-driven insulin aggregation, primary screen, biochemical, turbidity, absorbance 650 nm, single point. AID 651711, 2012. 350,000 compounds, 0.05% hits. Protein disulfide-isomerase A6 (Homo sapiens), Q15084. inhibition, % at 9.99 µM. 90 min;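 active = mean replicate inhibition above about 25%, with every replicate also reaching it, limit read from the data, passing the limit was not always enough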
# RAD52 inh – RAD52 DNA annealing inhibitors, primary screen, biochemical, FRET, single point, set 2 | recombinant RAD52 DNA annealing, FRET fluorescence | 360,000 compounds, 0.46% hits | inhibition, % at 18.7 µM | AID 651710, 2012;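 active = every replicate showing at least 50% inhibition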
# PglD DTNB – C. jejuni PglD acetyltransferase inhibitors, primary screen, biochemical, DTNB colorimetric, single point; UDP-N-acetylbacillosamine N-acetyltransferase PglD (Campylobacter jejuni); purified PglD enzyme, DTNB colorimetric CoA detection; inhibition, % at 12.5 µM; 360,000 compounds, 0.098% hits; AID 602405, 2012; in the data active = inhibition above about 16%, passing the limit was not always enough; also: strong numbers were not always called active
# ARNT-TACC3 inh – disruptors of ARNT/TACC3 protein interaction, primary screen, biochemical, AlphaScreen, single concentration | AID 623870, 2012 | 390,000 compounds, 0.66% hits | inhibition, % at 9.99 µM | AlphaScreen His-ARNT PAS-B/GST-TACC3 binding, luminescence; TACC3 fragment carries E629A point mutation | Transforming acidic coiled-coil-containing protein 3 (Homo sapiens), Q9Y6A5;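 active = mean inhibition of replicates at least 50% and at least half of replicates each reaching 50%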;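 also: 0% = complete ARNT plus TACC3 wells and 100% = ARNT alone without TACC3; many hits fall short of the cut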
# E-sel inducer – E-selectin induction in HUVECs, primary screen, imaging, HUVEC, immunofluorescence imaging, single point. P16581. normalized: neutral wells 0, TNF-alpha wells 100. activation, % at 7.58 µM. 260,000 compounds, 0.37% hits;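 active = mean E-selectin-positive cell signal at least 10% of the positive control, reached in at least 60% of replicates, without over 20% cell loss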;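 also: in these data hits start at about 27%; measured in HUVEC primary endothelial cells; signal is the percent of cells scored E-selectin positive by PE staining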
# Target sequence (P16581 whole entry, looked up): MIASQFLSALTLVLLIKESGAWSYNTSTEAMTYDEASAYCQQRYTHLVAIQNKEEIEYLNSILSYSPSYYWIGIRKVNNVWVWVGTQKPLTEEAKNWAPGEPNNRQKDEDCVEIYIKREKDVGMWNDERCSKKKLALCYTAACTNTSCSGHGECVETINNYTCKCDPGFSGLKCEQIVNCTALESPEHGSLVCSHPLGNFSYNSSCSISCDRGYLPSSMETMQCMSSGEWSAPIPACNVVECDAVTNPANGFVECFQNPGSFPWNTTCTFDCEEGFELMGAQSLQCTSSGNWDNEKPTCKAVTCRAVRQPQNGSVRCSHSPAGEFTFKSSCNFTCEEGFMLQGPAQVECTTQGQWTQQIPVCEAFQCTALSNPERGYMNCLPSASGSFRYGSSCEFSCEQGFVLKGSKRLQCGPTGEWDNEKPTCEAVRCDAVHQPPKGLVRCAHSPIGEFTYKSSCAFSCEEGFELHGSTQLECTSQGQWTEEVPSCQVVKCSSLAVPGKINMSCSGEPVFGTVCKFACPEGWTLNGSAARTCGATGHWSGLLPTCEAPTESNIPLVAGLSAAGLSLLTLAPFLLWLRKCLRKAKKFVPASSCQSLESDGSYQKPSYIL
#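 Assay system: HUVEC, human umbilical vein endothelial cells / Amount: 3,000 HUVEC/well / Controls: TNF-alpha positive control, DMSO neutral control / Compound dosing: single concentration / Medium: EGM-2 over gelatin coat / Evaluation: percent E-selectin-positive cells / Signal: immunofluorescence imaging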
# CASP6 VEID inh – human caspase-6 inhibitors, primary screen, biochemical, VEID-R110 fluorescence, single point, set 2. 350,000 compounds, 0.53% hits. inhibition, % at 12.5 µM. purified caspase-6, Z-VEID-R110 cleavage fluorescence;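 active = mean inhibition across replicates at least about 35%, with every replicate also reaching that limit, limit read from the data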;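 also: 0% = median of neutral control wells and 100% = no fluorescence left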
# Target sequence (P55212 24-179 limits assumed): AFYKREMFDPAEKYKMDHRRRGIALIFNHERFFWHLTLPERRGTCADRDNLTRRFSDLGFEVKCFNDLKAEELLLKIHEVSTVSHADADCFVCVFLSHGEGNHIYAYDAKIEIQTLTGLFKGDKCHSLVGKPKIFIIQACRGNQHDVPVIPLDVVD
# Target sequence (P55212 194-293 limits assumed): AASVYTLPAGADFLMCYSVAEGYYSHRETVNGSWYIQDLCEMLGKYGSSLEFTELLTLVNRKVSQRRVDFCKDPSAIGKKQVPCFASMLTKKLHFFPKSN
# esBAF inh – Bmi1 luciferase reporter increase in mESCs, primary screen, esBAF inhibitor project, mouse ES cells, Bmi1 luciferase knock-in, single point; 24 h; 100% = twice the neutral-well signal; reporter increase, % at 12.5 µM; 350,000 compounds, 2% hits; in the data active = activation above about 40%;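 also: 0% = median of the plate's neutral control wells and 100% = double that signal; a rise in the Bmi1 reporter signal indicates esBAF inhibition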
# Active calls of the source: *; x = no result given. Outcome played no part in choosing rows; overall some 3.2% were active at least once.
# Letter code – A = RAD54 branch; B = ERp5 block; C = RAD52 inh; D = PglD DTNB; E = ARNT-TACC3 inh; F = E-sel inducer; G = CASP6 VEID inh; H = esBAF inh
CCn1cc2nc(SCC(=O)Nc3ccccc3F)n(Cc3ccccc3)c(=O)c2n1
  A: -2.2; B: -10.6; C: -18.1; D: 5.0; E: -9.9; F: 0.0; G: 2.4; H: 12.6
COc1cccc(-c2ccc3c(c2)[C@H]2[C@H](CCN2S(=O)(=O)c2ccccc2C)[C@@H](CO)N3)c1
  A: 1.6; B: -1.3; C: -19.4; D: 0.9; E: -3.2; F: -0.1; G: -2.2; H: -12.6
CC/C(=N\O)C(C)(C)/[N+]([O-])=C/c1ccc(Br)cc1
  A: -5.4; B: x; C: x; D: -2.3; E: -7.7; F: x; G: x; H: -8.8
CCOC(=O)Cn1nc(C)c([N+](=O)[O-])c1C
  A: x; B: 7.5; C: -9.8; D: x; E: 2.6; F: x; G: -2.4; H: x
OCC[C@@H]1C[C@H](O)[C@@H](O)[C@]2(Cc3ccccc3CO2)O1
  A: -0.1; B: 1.1; C: -9.2; D: -1.5; E: -1.5; F: -0.1; G: -4.2; H: -9.1
Cc1cccc(-c2ccc([C@@H]3[C@H](CO)N4C(=O)CN(C(=O)c5cccnc5)C[C@@H]34)cc2)c1
  A: x; B: -1.0; C: -20.0; D: x; E: x; F: 1.1; G: -0.7; H: x
O=C(Nc1ccccc1N1CCOCC1)c1cc(Br)c(Br)s1
  A: x; B: -4.7; C: 4.2; D: x; E: -2.7; F: x; G: -0.5; H: x
CNC(=O)[C@@H]1CCC(=O)N1
  A: -1.8; B: 1.2; C: -3.6; D: -0.5; E: 16.2; F: 0.5; G: x; H: 0.3
COc1ccc(C(=O)NCc2ccc3c(c2)cc(C)n3C)cc1OC
  A: 0.7; B: -1.3; C: -110.5; D: 2.2; E: 1.7; F: 1.3; G: 1.1; H: -13.5
CCCn1cc(CN2CCCC(C(=O)c3cccc(OC(C)C)c3)C2)c(C)n1 (stereo not given)
  A: x; B: 2.8; C: -3.5; D: x; E: -42.0; F: 0.6; G: 1.7; H: x
COc1cccc2c(=O)c3c(oc12)CCCC3
  A: 12.0; B: -4.1; C: -3.5; D: 5.5; E: x; F: 0.3; G: -3.4; H: 2.8
CCNC(=O)CC1C(=O)N(c2ccc(F)cc2)C(=S)N1CCc1ccncc1 (stereo not given)
  A: x; B: 1.4; C: -22.0; D: x; E: -6.8; F: x; G: 2.9; H: x
COCCNS(=O)(=O)c1cc(Br)ccc1OC
  A: -1.0; B: x; C: x; D: -2.1; E: 5.2; F: x; G: x; H: -2.6
O=C(Nc1nccs1)[C@H]1[C@H](CO)[C@H]2Cn3c(cccc3=O)[C@H]2N1C(=O)C1CCCCC1
  A: -6.6; B: -1.0; C: -11.0; D: -4.0; E: 25.4; F: -0.3; G: 0.8; H: -5.6
CN(C)CC(=O)N1CCCCN2[C@H](CO)[C@H](c3ccc(/C=C/c4ccccc4)cc3)[C@@H]2C1
  A: 16.4; B: 3.6; C: 55.3*; D: -0.1; E: 18.8; F: 0.3; G: 5.0; H: -0.3
COCCNC(=O)C1(C)CCCN(Cc2ccc(-n3ccnc3)cc2)C1 (stereo not given)
  A: 2.0; B: -4.4; C: -2.0; D: -8.7; E: x; F: 7.9; G: -3.1; H: -1.2
O=C(COC(=O)C1CC(=O)N(Cc2ccccc2)C1)Nc1ccccc1F (stereo not given)
  A: x; B: 7.7; C: -4.3; D: x; E: -4.6; F: 3.2; G: 7.4; H: x
Cn1nnnc1SCC(=O)NCc1cc([N+](=O)[O-])ccc1O
  A: x; B: -2.1; C: -10.9; D: x; E: -0.4; F: x; G: 2.3; H: x
Cc1c(Cl)cnc(NC(=O)COC(=O)c2ccc(S(=O)(=O)NCc3ccco3)cc2)c1Cl
  A: x; B: 0.5; C: -20.2; D: x; E: -4.6; F: 0.1; G: 17.2; H: x
CCCOc1ccc(N2CC(C(=O)NC(C)C)CC2=O)cc1 (stereo not given)
  A: 6.9; B: x; C: x; D: -5.6; E: -4.3; F: x; G: x; H: -4.8
Cc1ccc2nc(-c3ccc(NC(=O)c4ccco4)cc3)[nH]c2c1
  A: 1.0; B: 1.5; C: -7.2; D: -4.5; E: 3.6; F: x; G: 0.9; H: 12.5
O=C1Nc2cccnc2N(C(=O)CCl)c2ccccc21
  A: -14.5; B: 4.8; C: -12.4; D: 0.6; E: -12.3; F: 0.1; G: 47.5*; H: -0.5
C[C@@H]1CN([C@@H](C)CO)C(=O)c2cc(NC(=O)Nc3cccc4ccccc34)ccc2O[C@@H](C)CCCCO[C@H]1CN(C)C(=O)Nc1cccc2ccccc12
  A: -0.6; B: 3.6; C: 8.3; D: 2.9; E: -13.4; F: -0.3; G: 0.7; H: 2.4
CCOc1ccc(-n2cc(C(=O)Nc3cccc(OC)c3)c3cc(OC)c(OC)cc3c2=O)cc1
  A: 4.5; B: x; C: x; D: 0.5; E: -2.6; F: x; G: x; H: 7.3
CCN1C(=O)[C@H]2[C@@H](c3ccc(C)cc3)N[C@]3(CCCN(Cc4ccc(C(F)(F)F)cc4)C3=O)[C@H]2C1=O
  A: -0.7; B: -1.0; C: -2.1; D: 1.9; E: x; F: 0.1; G: 8.3; H: -3.2
CCCCCCCCCC(=O)NNC(=O)c1c(O)c2ccccc2n(CC)c1=O
  A: 1.6; B: -2.1; C: -15.9; D: 0.0; E: -5.0; F: x; G: -3.1; H: 8.1
Cc1ccc(CSCCNC(=O)c2ccc(C)cc2)cc1
  A: x; B: -7.1; C: -8.3; D: x; E: 32.2; F: x; G: 0.2; H: x
CCc1ccccc1Oc1nc(NCc2ccccc2)nc2ccsc12
  A: 2.4; B: -3.2; C: -5.9; D: -6.7; E: x; F: 0.4; G: 1.0; H: 6.2
O=C(NCCCN1CCOCC1)c1[nH]c(C(F)(F)F)nc1-c1ccccc1
  A: 3.5; B: -3.1; C: -8.2; D: -5.3; E: x; F: x; G: -13.8; H: -1.8
C[C@H](CO)N1C[C@H](C)[C@H](CN(C)C(=O)Nc2ccccc2)Oc2ccc(NC(=O)CCN3CCOCC3)cc2C1=O
  A: -0.3; B: -0.7; C: 4.6; D: 9.0; E: -12.5; F: -0.8; G: 1.0; H: 1.1
Cc1ccc(OCC(=O)NN=C2C3CC4CC(C3)CC2C4)cc1
  A: -6.3; B: 2.2; C: -5.6; D: -2.0; E: x; F: x; G: 1.7; H: -1.0
C[C@@H]1CN([C@H](C)CO)S(=O)(=O)c2ccc(C#CC3CCCC3)cc2O[C@@H]1CN(C)Cc1cccnc1
  A: 3.2; B: -3.2; C: -20.7; D: 3.6; E: -2.5; F: 16.1; G: 0.3; H: 3.0
O=C(C[C@H]1C[C@H]2c3cc(NC(=O)Nc4ccccc4F)ccc3O[C@H]2[C@@H](CO)O1)NCc1ccccn1
  A: 0.5; B: -2.8; C: 4.3; D: -0.3; E: -8.5; F: 0.9; G: 1.6; H: 1.5
O=[n+]1cc(-c2ccccc2)n([O-])c2c1CCC2
  A: 0.6; B: x; C: x; D: -2.7; E: -2.5; F: x; G: x; H: -1.1
CCOC(=O)c1nn(-c2ccccc2)c2nc(Nc3ccccc3)cc(=O)n12
  A: -3.4; B: x; C: x; D: 1.7; E: -3.3; F: x; G: x; H: -10.1
O=C(NC1CCCCC1)C(c1cc2ccccc2o1)N1CCOCC1 (stereo not given)
  A: 9.2; B: 5.3; C: -12.7; D: -0.5; E: x; F: -0.5; G: 0.3; H: -3.4
CCc1ccc(CN2C(=O)c3ccccc3C2C(=O)NCc2cccnc2)cc1 (stereo not given)
  A: -5.2; B: 0.9; C: -9.1; D: 2.2; E: 3.0; F: -0.5; G: 1.1; H: -5.2
CN1C(=O)c2cc(NC(=O)C3CC3)ccc2OC[C@@H]2O[C@@H](CC(=O)NCCc3ccncc3)CC[C@H]21
  A: -1.1; B: 6.6; C: -0.3; D: 4.3; E: -5.8; F: -0.1; G: 1.0; H: -3.6
CCc1ccccc1NC(=S)N(CCN(C)C)C(C)c1cccnc1 (stereo not given)
  A: 3.2; B: -5.3; C: -2.1; D: -0.9; E: -6.3; F: -0.1; G: -7.3; H: -4.8
CC(=O)Nc1nonc1NC(C)=O
  A: -7.5; B: x; C: x; D: -1.7; E: 1.7; F: x; G: x; H: 0.6
C[C@H](CO)N1C[C@H](C)[C@@H](CN(C)Cc2cccnc2)Oc2ncc(-c3ccccc3)cc2C1=O
  A: 5.5; B: 7.2; C: -1.2; D: 1.8; E: -5.3; F: -0.2; G: -0.4; H: 2.0
Cc1ccc(Nc2nc(C(=O)NCC3CCCO3)cs2)cc1 (stereo not given)
  A: x; B: 2.1; C: -4.0; D: x; E: -1.9; F: 1.8; G: 1.6; H: x
CCCCCN(C(=O)CCC(=O)OCc1cccc(C)c1)c1c(N)n(CCCC)c(=O)[nH]c1=O
  A: -1.0; B: 0.5; C: 13.6; D: 4.3; E: 0.1; F: -0.2; G: 2.0; H: -8.9
O=C(Oc1ccc(N(Cc2cccs2)C2=NS(=O)(=O)c3ccccc32)cc1)c1ccccc1Cl
  A: -3.2; B: x; C: x; D: -4.3; E: 5.7; F: x; G: x; H: -7.5
Cc1cc(NCCC(C)C)n2nc(C)c(-c3ccccc3)c2n1
  A: 4.6; B: x; C: x; D: -1.3; E: 0.3; F: x; G: x; H: 5.4
CC(=O)/C(N=Nc1cccc(C(F)(F)F)c1)=C(\C)O
  A: x; B: -2.4; C: -17.5; D: x; E: -1.6; F: x; G: -3.2; H: -10.5
C[C@H](CO)N1C[C@H](C)[C@@H](CN(C)S(=O)(=O)c2cn(C)cn2)Oc2ccc(NC(=O)NC3CCCCC3)cc2CC1=O
  A: 2.5; B: -3.1; C: 19.4; D: 1.4; E: -4.9; F: -5.0; G: 2.1; H: -3.8
O=C(CSc1nc2nc3c(cc2c(=O)n1-c1ccccc1)CCCC3)Nc1ccccc1
  A: 9.0; B: x; C: x; D: -1.9; E: 3.2; F: x; G: x; H: 4.8
COc1ccc(CNC(=O)CCN2C(=O)c3ccncc3C2=O)cc1OC
  A: 4.0; B: -4.5; C: -2.7; D: -7.0; E: -4.4; F: x; G: 0.6; H: -4.3
CCCNC(=O)c1ccccc1NC(=O)COc1ccc(OC)cc1
  A: -11.6; B: x; C: x; D: 10.1; E: 6.6; F: x; G: x; H: -2.0
CO[C@H]1CN(C)C(=O)c2ccc(NC(=O)C3CC3)cc2OC[C@@H](C)N(C(=O)c2cnccn2)C[C@H]1C
  A: 0.5; B: -3.4; C: 6.8; D: -3.3; E: -4.3; F: 0.3; G: -4.2; H: -4.3
COc1ccccc1OCC(=O)Nc1ccc(N2CCOCC2)cc1N1CCOCC1
  A: 7.7; B: 7.0; C: -22.5; D: 2.0; E: 2.1; F: 0.5; G: -0.8; H: 6.8
O=C(CCc1nc(-c2ccc(Cl)cc2)no1)NCc1ccccc1CN1CCOCC1
  A: -9.3; B: -5.4; C: 3.1; D: -3.8; E: 8.7; F: -0.3; G: -0.9; H: -3.1

# Complete entries from above.
# Record of CCCn1cc(CN2CCCC(C(=O)c3cccc(OC(C)C)c3)C2)c(C)n1 (stereo not given) = RAD54 branch = x; ERp5 block = 2.8; RAD52 inh = -3.5; PglD DTNB = x; ARNT-TACC3 inh = -42.0; E-sel inducer = 0.6; CASP6 VEID inh = 1.7; esBAF inh = x
# Record of CCCNC(=O)c1ccccc1NC(=O)COc1ccc(OC)cc1 = RAD54 branch = -11.6; ERp5 block = x; RAD52 inh = x; PglD DTNB = 10.1; ARNT-TACC3 inh = 6.6; E-sel inducer = x; CASP6 VEID inh = x; esBAF inh = -2.0

# Screening data from PubChem BioAssay.
